Assay outcomes (PubChem BioAssay)
NCI-60 one-dose screen, 48 h, at 10 µM unless noted. Numbers give growth in % (100 = growth as untreated, 0 = no growth, -100 = all killed).
LOX IMVI = LOX IMVI melanoma | 79,000 tested, 7.4% active | AID 1794757
HS 578T = HS 578T breast cancer | 78,000 tested, 4.1% active | AID 1794788
T-47D = T-47D breast cancer. AID 1794792. 79,000 tested, 5% active
MDA-MB-468 = MDA-MB-468 breast cancer; 78,000 tested, 8.5% active; AID 2202374
SK-MEL-28 = SK-MEL-28 melanoma; AID 1794761; 81,000 tested, 4.1% active
MDA-MB-231 = MDA-MB-231 breast cancer. AID 1794789. 81,000 tested, 5% active
BT-549 = BT-549 breast cancer | 78,000 tested, 4.4% active
MCF7 = MCF7 breast cancer; AID 1794796; 82,000 tested, 6.3% active
* = called active by the depositor; x = not tested or not shown. Rule for the calls: active = growth percent below 10; inactive = the rest. Rows are unselected; about 12% have a hit in one of these screens.

Values run as follows: BT-549, MCF7, HS 578T, MDA-MB-231, LOX IMVI, T-47D, MDA-MB-468, SK-MEL-28
> O=[N+]([O-])c1ccc(N=NNc2ccccc2)cc1
  102, 64, 99, 81, 104, 61, 54, 105
> COc1ccc(-c2cc(-c3ccccc3)nc(SCCCC(=O)O)n2)cc1
  x, 92, 105, 117, 99, 90, 117, 108
> COc1ccc(/C=C2\SC(=O)N(CCN(C(C)C)C(C)C)C2=O)cc1
  102, 96, 99, 99, 92, 88, 108, 107
> CCOC(=O)C1=C(c2ccccc2)N=C2SC=C(c3ccc(Cl)cc3)N2C1c1ccc(Cl)cc1 (stereo not drawn)
  88, 69, 85, 74, 88, 52, 41, 96
> Cc1c(C(=O)Nc2ccc([N+](=O)[O-])cc2)sc(N)c1C#N
  84, 72, 124, 85, 54, 81, 150, 105
> COc1ccc(-c2cc3c(=N)n(NC(=O)c4cccnc4)cnc3o2)cc1
  104, 98, 99, 95, 102, 91, 109, 101
> COC(=O)c1nnn(-c2ccc(Cl)cc2C)c1N
  72, 62, 81, x, 84, x, 65, 97
> O=C1CCC(C(=O)NNc2nc3ccccc3s2)N1 (stereo not drawn)
  103, 90, 98, 112, 96, 101, 117, 116
> COC(=O)c1cc(-c2c(-c3ccccc3)no[n+]2[O-])no1
  103, 97, 100, 110, 94, 103, 110, 97
> Cc1nc(-c2ccccc2)cc2c1C(=O)N(CC(=O)N1CCOCC1)C2=O
  x, 104, 112, 112, 99, 109, 106, 115
> O=S(=O)(Cc1ccccc1)NC1CCCCC1
  97, 96, 116, 122, 100, 64, 105, 104
> Nc1ccccc1-c1cccc(Oc2ccc3nnc(Cl)n3n2)c1
  74, 87, 85, 97, 82, 86, 91, 117
> Cc1nc(Br)c(Br)c(C)c1Br
  107, 98, 94, 96, 97, 98, 103, 109
> Cc1c(C(N)=O)sc2c1c(=O)n(Cc1ccccc1)c1nnc(-c3ccc(Br)cc3)n21
  23, 21, 74, 19, 5.2*, 21, 30, 46
> CN1CCc2c(sc3ncnc(N/N=C/c4cccc(Cl)c4Cl)c23)C1
  63, -39*, 38, -43*, -82*, -6.0*, 33, 103
> OCC1OC(OC2OC(CO)C(O)C(O)C2O)C(O)C(O)C1O (stereo not drawn)
  106, 110, 132, 127, 100, 97, 113, 105
> O=C1c2ccccc2C(=O)N1CCS
  96, 92, 105, 110, 95, 105, 108, 105
> COC(=O)c1cc(-c2cc3ccccc3o2)nn1-c1ccccc1
  80, 94, 55, 72, 86, 86, x, 92
> O=C(CCC1CCCCC1)OCCCc1ccccc1
  112, 103, 102, 100, 101, 99, 106, 107
> CSc1nc2[nH]c(=O)[nH]c2c(=O)[nH]1
  102, 99, 119, 108, 101, 99, 106, 125
> CC(C)CCNC(=O)[C@@H](CC(C)C)n1ccc2ncccc2c1=O
  114, 89, 90, 116, 96, 101, x, 86
> CN(C)c1cccc2c(S(=O)(=O)Nc3cccc(-c4csc(NCCOCCOCCNc5cccc6c5C(=O)N(C5CCC(=O)NC5=O)C6=O)n4)c3)cccc12 (stereo not drawn)
  68, 80, 87, 82, 100, 57, 45, 101
> C=CC(=O)OCCCCCC
  104, 96, 101, 105, 99, 103, 110, 100
> Cc1nc(NC(=O)C(C)(C)C)sc1[N+](=O)[O-]
  123, 94, 97, 101, 91, 76, 90, 112
> N#Cc1c(-c2ccccc2)[nH]c2ncc(-c3ccc(F)cc3)n2c1=O
  96, 80, 84, 72, 89, 55, 105, 103
> N#C/C(=C\c1ccc(-c2ccccc2)o1)c1nc(-c2ccco2)cs1
  95, 18, 96, 86, x, -26*, -32*, 105
> C/C(CCC(=O)O)=N\NC(N)=O
  114, 106, 106, 94, 101, 104, 101, 126
> COc1cccc(-c2nc3occn3c2-c2ccnc(NCCCNS(=O)(=O)c3ccc(Cl)cc3)n2)c1
  80, 78, 103, 73, 66, 28, 76, 68
> CC(C)NC(=O)c1cc(-c2ccc(NC(=O)Nc3ccc(F)c(C(F)(F)F)c3)cc2)nc2cccnc12
  100, 92, 88, 92, 89, 80, 81, 100
> CC(=O)O[C@H]1C[C@@]2(C)[C@@H](CC(=O)[C@H]3[C@@]4(C)CCC(N5CCCC5)[C@@H](C)[C@@H]4CC[C@@]32C)/C1=C(\CCC=C(C)C)C(=O)O (stereo partly drawn)
  100, 101, 98, 93, 92, 107, 106, 99
> O=C(c1ccc(-c2nc(CSc3nc4ccccc4s3)no2)cc1)N1CCC(F)(F)CC1
  50, 63, 94, 70, 60, 33, 13, 87
> CCOC(=O)c1c[nH]c2ccc([N+](=O)[O-])cc12
  107, 106, 97, 101, 97, 82, 103, 108
> Oc1ccc(-c2cc(-c3cn(-c4ccccc4)nc3-c3ccc(O)cc3)[nH]n2)cc1
  102, 85, 95, 55, 88, 71, 99, 120
> Nc1ccc(O)c(N)c1
  107, 98, 98, 107, 98, 102, 100, 110
> COC1=CC(c2ccc[nH]2)=N/C1=C\c1[nH]c(C)c(CC(=O)OCc2ccccc2)c1CCC(=O)OCc1ccccc1
  -32*, 4.1*, -19*, -45*, -81*, -3.2*, -31*, -52*
> CC(=O)Nc1nc2c(c(N)c1C#N)C(c1cccc(Br)c1)C1=C(CC(C)(C)CC1=O)N2c1sc2c(c1C#N)CCCC2 (stereo not drawn)
  27, 22, 52, 58, 56, 29, 45, 58
> O=C1NCC(Nc2ccc(Br)cc2Cl)C(=O)N1 (stereo not drawn)
  x, 103, 105, 104, 105, 100, 124, 110
> Cc1nn(-c2ccccc2)c2nc(C(F)(F)F)nc(Nc3ccc(NCc4c(-c5ccccc5)no[n+]4[O-])cc3)c12
  103, 59, 78, 84, 58, 80, 76, 92
> CC1C(c2ccccc2)OCCN1C(=S)NC(=O)c1ccccc1 (stereo not drawn)
  103, 102, 97, 127, 99, x, x, 107
> [N-]=[N+]=NCC(=O)Nc1ccc2c(ccn2Cc2ccccc2)c1
  99, 89, 106, 96, 91, 98, 90, 105
> CCCCCCCCCCCCCCCCCC(=O)NNCCO
  81, 97, 104, 83, 98, x, 89, 99
> N#CCCN(CCC#N)P(=O)(N(CCC#N)CCC#N)N(CCC#N)CCC#N
  99, 94, 108, 105, 96, 92, 89, 107
> C=C1C(=O)O[C@H]2[C@H]1CC/C(C(=O)NCCOCCOCC(=O)Nc1ccc(OC)c(C(N)=O)c1O)=C\CC[C@@]1(C)O[C@@H]21
  86, 84, 93, 100, 95, 71, 78, 85
> COc1cccc(-c2nn(-c3ccccc3)cc2-c2ccnc(N3CCN(C(=O)Nc4ccc(F)cc4)CC3)c2)c1
  46, 58, 86, 53, 59, 3.3*, 52, 70
> CCCCN(CCCC)C(=O)c1ccccc1C
  104, 96, 84, 104, 100, 92, 107, 112
> O=C1c2ccccc2C(=O)N1N(c1ccccc1)c1ccccc1
  118, 100, 101, 104, 99, 108, 105, 100
> COc1ccc(/C=C/C(=O)/C=C/c2cc3ccc(Cl)cc3[nH]c2=O)cc1
  76, 25, 90, 59, 49, 67, 87, 103
> Cc1cc2nc(Cc3nc4cc(C)c(C)cc4[nH]3)[nH]c2cc1C
  78, 87, 140, 84, 96, 81, x, 91
> CCN1CCN(CC(=O)Nc2nc3ccc(NCc4ccc(OC)cc4)cc3s2)CC1
  100, 87, 95, 87, 75, 81, 80, 93
> NCCCc1nnc(CCC(=O)c2nc3ncccc3[nH]2)o1
  115, 91, 95, 94, 96, 111, 87, 103
> O=C(O)c1cn(-c2ccc(F)cc2)c2cc(N3CCNCC3)c(F)cc2c1=O
  100, 95, 77, 108, 91, 96, 97, 105
> CCCCCOc1cccc(/C=C2\N=C3SCCCN3C2=O)c1
  95, 89, 109, 100, 95, 72, 97, 114
> O=Cc1c(N2CC[N+]3(CC2)CC[N+]2(CCNCC2)CC3)nc(-c2ccccc2)nc1N1CC[N+]2(CC1)CC[N+]1(CCNCC1)CC2
  106, 100, 113, 110, 110, 112, 67, 112
> Cc1ccc(-c2nn(-c3ccc(S(N)(=O)=O)cc3)c(=O)c3ccccc23)c(C)c1
  115, 91, 102, 103, 98, 93, 89, 110
> O=[N+]([O-])c1ccc(-c2cs/c(=N\N=C\c3ccc(Cl)cc3)n2/N=C/c2ccc(Cl)cc2)cc1
  78, 86, 80, 88, 96, 69, 84, 100
> CCOC(=O)c1ncc(-c2cc(F)c(F)c(OCC)c2)c(NC2CCCCCC2)n1
  93, 90, 90, 101, 107, 85, x, 98
> CCN(C(=S)Nc1cccc(C(F)(F)F)c1)c1ccccc1
  100, 98, 109, 98, 104, 92, 103, 99
> Cc1ccc(OCCBr)cc1
  101, 91, x, 104, 107, 98, 106, 102
> O=S(=O)(c1ccc(NC(=S)NC23CC4CC(CC(C4)C2)C3)cc1)N1CCCCC1
  94, 94, 89, 102, 97, 90, x, 95
> COc1cc(OC)cc(C(=O)Nc2sc3c(c2C(N)=O)CCC(=O)C3)c1
  11, 24, 24, 52, 22, 7.7*, 37, 48

Remaining list, next part
Values run as follows: BT-549, MCF7, HS 578T, MDA-MB-231, LOX IMVI, T-47D, MDA-MB-468, SK-MEL-28
> CCCCNS(=O)(=O)c1cc(Nc2ccc(O)c3c2C(=O)c2c([N+](=O)[O-])ccc(O)c2C3=O)ccc1OC
  95, 81, x, 89, 95, 83, 72, 113
> O=C(/C=C/c1ccccc1Cl)n1nc(-c2ccccc2)nc1-c1ccccc1
  109, 98, 115, 111, 99, 104, 110, 104
> Cc1nc2c(c(=O)[nH]1)C(c1ccccc1)c1ccc3ccccc3c1O2 (stereo not drawn)
  34, 11, 23, 47, 35, 39, 23, 58
> CCNC(=O)Oc1ccc[nH]c1=O
  110, 92, 95, 109, 99, 86, 87, 125
> CC(C)(C)C1CCC(C(=O)O)CC1 (stereo not drawn)
  x, 104, 107, 100, 102, 104, 113, 111
> C=CCc1c[nH]c(=O)[nH]c1=O
  82, 94, 112, 117, 94, 97, 106, 117
> CCC(O)(c1ccccc1)C(C)CN1CCCCC1 (stereo not drawn)
  106, 93, 106, 103, 94, 101, 99, 97
> C#CCn1c(CO)ccc1CNc1ccc(OC)cc1
  90, 94, 91, 108, x, 97, 84, 100
> CC(C)S(=O)(=O)c1oc(-c2cccs2)nc1S(=O)(=O)c1ccccc1
  82, 98, 108, 103, 92, 102, 93, 103
> CC1=CC2NCc3c(oc(-c4ccccc4)c3C(=O)c3ccccc3)C2C=C1 (stereo not drawn)
  102, 86, x, 87, 91, 76, 112, 104
> Nc1nc2[nH]c(=O)[nH]c(=O)c2[nH]1
  106, 91, 100, 112, 96, 91, 116, 108
> CCCCCc1cc(OC(=O)c2c(O)cc(O)cc2CCCCC)cc(O)c1C(=O)O
  110, 98, 86, 91, 97, 66, 93, 104
> COCCNc1ccc2ncc(C#Cc3cncc(C(=O)Nc4ccc(CN5CCN(C)CC5)c(C(F)(F)F)c4)c3)n2n1
  -37*, -31*, -34*, -15*, -88*, -7.3*, -60*, -23*
> CCOC(=O)C(=O)C(C#N)c1ccccc1 (stereo not drawn)
  103, 88, 84, 107, 97, 88, 95, 102
> COc1c(B(O)O)cccc1-c1nc2ccc3cn[nH]c3c2c2c1CCCC2
  31, 60, -18*, 25, 41, 71, 10, 87

Sorted by molar mass (high to low): 20 of the compounds above
Values run as follows: BT-549, MCF7, HS 578T, MDA-MB-231, LOX IMVI, T-47D, MDA-MB-468, SK-MEL-28
> COCCNc1ccc2ncc(C#Cc3cncc(C(=O)Nc4ccc(CN5CCN(C)CC5)c(C(F)(F)F)c4)c3)n2n1
  -37*, -31*, -34*, -15*, -88*, -7.3*, -60*, -23*
> CCCCNS(=O)(=O)c1cc(Nc2ccc(O)c3c2C(=O)c2c([N+](=O)[O-])ccc(O)c2C3=O)ccc1OC
  95, 81, x, 89, 95, 83, 72, 113
> O=[N+]([O-])c1ccc(-c2cs/c(=N\N=C\c3ccc(Cl)cc3)n2/N=C/c2ccc(Cl)cc2)cc1
  78, 86, 80, 88, 96, 69, 84, 100
> O=S(=O)(c1ccc(NC(=S)NC23CC4CC(CC(C4)C2)C3)cc1)N1CCCCC1
  94, 94, 89, 102, 97, 90, x, 95
> CCCCCc1cc(OC(=O)c2c(O)cc(O)cc2CCCCC)cc(O)c1C(=O)O
  110, 98, 86, 91, 97, 66, 93, 104
> CCOC(=O)c1ncc(-c2cc(F)c(F)c(OCC)c2)c(NC2CCCCCC2)n1
  93, 90, 90, 101, 107, 85, x, 98
> Cc1ccc(-c2nn(-c3ccc(S(N)(=O)=O)cc3)c(=O)c3ccccc23)c(C)c1
  115, 91, 102, 103, 98, 93, 89, 110
> CC(C)S(=O)(=O)c1oc(-c2cccs2)nc1S(=O)(=O)c1ccccc1
  82, 98, 108, 103, 92, 102, 93, 103
> O=C(/C=C/c1ccccc1Cl)n1nc(-c2ccccc2)nc1-c1ccccc1
  109, 98, 115, 111, 99, 104, 110, 104
> COc1cc(OC)cc(C(=O)Nc2sc3c(c2C(N)=O)CCC(=O)C3)c1
  11, 24, 24, 52, 22, 7.7*, 37, 48
> COc1c(B(O)O)cccc1-c1nc2ccc3cn[nH]c3c2c2c1CCCC2
  31, 60, -18*, 25, 41, 71, 10, 87
> CC1=CC2NCc3c(oc(-c4ccccc4)c3C(=O)c3ccccc3)C2C=C1 (stereo not drawn)
  102, 86, x, 87, 91, 76, 112, 104
> CCN(C(=S)Nc1cccc(C(F)(F)F)c1)c1ccccc1
  100, 98, 109, 98, 104, 92, 103, 99
> C#CCn1c(CO)ccc1CNc1ccc(OC)cc1
  90, 94, 91, 108, x, 97, 84, 100
> CCC(O)(c1ccccc1)C(C)CN1CCCCC1 (stereo not drawn)
  106, 93, 106, 103, 94, 101, 99, 97
> CCOC(=O)C(=O)C(C#N)c1ccccc1 (stereo not drawn)
  103, 88, 84, 107, 97, 88, 95, 102
> Cc1ccc(OCCBr)cc1
  101, 91, x, 104, 107, 98, 106, 102
> CC(C)(C)C1CCC(C(=O)O)CC1 (stereo not drawn)
  x, 104, 107, 100, 102, 104, 113, 111
> CCNC(=O)Oc1ccc[nH]c1=O
  110, 92, 95, 109, 99, 86, 87, 125
> C=CCc1c[nH]c(=O)[nH]c1=O
  82, 94, 112, 117, 94, 97, 106, 117
